Source: PubChem BioAssay (National Center for Advancing Translational Sciences (NCATS))
EPAC1 ag = qHTS for Agonist of cAMP-regulated guanine nucleotide exchange factor 3 (EPAC1): primary screen; Rap guanine nucleotide exchange factor 3 (Homo sapiens), O95398; EPAC1 agonist qHTS, biochemical assay; response scale: 100% = response to 6.5 mM cAMP; Potency, µM (titrated, usually from 154 µM), for the others: at the highest dose activation, actives largely listed as activators; 0.073% of 360,000 active; AID 720707, 2013; further: potency means the concentration at half of the fitted maximal effect; nearly all actives have a fitted effect of over 60% in size
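Read-out is the fluorescence drop as BODIPY-GDP leaves Rap1B (480 nm excitation, 540 nm emission), recorded every 5 minutes over 30 minutes. Reactions held 100 nM EPAC1, 250 nM Rap1B–BODIPY-GDP and 50 uM GDP, with 6.5 mM cAMP setting full activation.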
IL-2 act = qHTS of IL-2 Activators; IL-2 activation reporter assay, cell-based qHTS; stimulated with anti-CD3/CD4/CD28 beads; in transgenic mouse T cells; activation, % (series mostly up to about 46 µM); 0.065% of 360,000 active; in the data active means activation above about 50%; inconclusive means mostly about 30% to 49%; further: 0% is about no effect
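First, unstimulated transgenic mouse T cells were exposed to compound for 60 min. Next, anti-CD3/anti-CD4-coated beads with anti-CD28 were added. Finally, after 18 h at 37 degrees C, EGFP and DsRed were imaged.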
GLP-1R agonist = qHTS of GLP-1 Receptor Agonists | Glucagon-like peptide 1 receptor (Homo sapiens), P43220 | HEK293 GLP-1R CRE-luciferase, luminescence, 4-6 h; cells express a hypersensitive GLP-1R form | Potency, µM (titrated, usually from 45.6 µM), inactives show top-dose activation, most hits filed as activators | 0.007% of 380,000 active | AID 624172, 2012; further: potency means the concentration at half of the fitted maximal effect; % of control where 0% means no effect
Target sequence (P43220 whole entry, looked up): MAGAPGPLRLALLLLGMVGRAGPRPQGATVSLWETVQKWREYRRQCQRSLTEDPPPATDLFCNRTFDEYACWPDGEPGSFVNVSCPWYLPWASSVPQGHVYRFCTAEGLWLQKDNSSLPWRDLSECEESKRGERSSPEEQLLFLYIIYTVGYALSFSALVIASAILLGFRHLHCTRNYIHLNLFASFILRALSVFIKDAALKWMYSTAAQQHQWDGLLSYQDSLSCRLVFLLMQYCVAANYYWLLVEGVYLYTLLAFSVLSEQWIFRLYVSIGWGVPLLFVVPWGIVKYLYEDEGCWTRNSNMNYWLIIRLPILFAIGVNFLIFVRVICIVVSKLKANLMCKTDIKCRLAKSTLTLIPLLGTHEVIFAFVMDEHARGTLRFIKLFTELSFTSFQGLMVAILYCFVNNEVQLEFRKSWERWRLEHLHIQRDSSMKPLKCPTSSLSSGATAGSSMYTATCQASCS
EPAC1 antag = qHTS for Antagonist of cAMP-regulated guanine nucleotide exchange factor 3 (EPAC1): primary screen. Rap guanine nucleotide exchange factor 3 (Homo sapiens), O95398. EPAC1 GEF assay, Rap1b-BODIPY-GDP exchange fluorescence. Potency, µM (top dose mostly 115 µM), without a hit: at the top dose activity change, negative = inhibition, most hits filed as inhibitors. 0.14% of 360,000 active. AID 720709, 2013;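 further: potency means the concentration at half of the fitted maximal effect; plate controls were vehicle for no effect and positive control for full effect; nearly all actives have a fitted effect of over 50% in size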
GLP1R inv ag = qHTS of GLP-1 Receptor Inverse Agonists (Inhibition Mode). 1.6% of 410,000 active. Glucagon-like peptide 1 receptor (Homo sapiens), P43220. HEK293 GLP-1R CRE-luciferase, luminescence, 24 h; GLP-1R form is constitutively active. AID 624417, 2012. Potency, µM (top dose mostly 38.3 µM), for the others: at the top dose activity change, negative = inhibition, actives largely listed as inhibitors; further: potency means the concentration at half of the fitted maximal effect; on the % scale 0 is the no-effect control and ±100 the full control effect; nearly all actives have a fitted effect of over 55% in size
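Cells are plated, allowed 12 hours at 37 deg C, then treated with compounds for 24 hr before luciferase detection reagent is added and luminescence is read after 12 min at room temperature. The HEK293 line carries constitutively active GLP-1R with a cAMP-responsive reporter.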
GLP1R cytotox = qHTS of GLP-1 Receptor Inverse Agonists: Cytotox Screen | HEK293 cAMP-luciferase reporter cells, luminescence, 24 h | Potency, µM (series often up to 38.3 µM), for inactives: top-dose activity change, negative = inhibition, hits mostly inhibitors | 0.13% of 410,000 active | AID 624418, 2012;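 further: loss of luciferase light is scored as toxicity; potency means the concentration at half of the fitted maximal effect; on the % scale 0 is the no-effect control and ±100 the full control effect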
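MLSMR compounds, 24 hr on cells at 37 deg C/5% CO2; luminescence after luciferase reagent (12 min RT). Inhibition counted as the undesired cytotoxic outcome.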
PI5P4Ka inh = qHTS for Inhibitors of phosphatidylinositol 5-phosphate 4-kinase (PI5P4K) | Phosphatidylinositol 5-phosphate 4-kinase type-2 alpha (Homo sapiens), P48426 | PI5P4Kalpha enzyme, ADP-Glo luminescence, 60 min; hits give low values | max response, % | 1.2% of 330,000 active | AID 652105, 2013; active means max response of -50% or lower; inconclusive means between -30% and -50%; inactive means -30% or higher; further: value at the top dose of about 77 µM; on the % scale 0 is the no-effect control and ±100 the full control effect
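qHTS, 1536-well: enzyme/substrate mix, compound by pin tool, 5 microM ATP final; RT 60 min; ADP-Glo reagents 1 (45 min) then 2 (30 min); luminescence.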
PLK1 PBD inh = qHTS for Inhibitors of PLK1-PDB (polo-like kinase 1 - polo-box domain): Primary Screen | Serine/threonine-protein kinase PLK1 (Homo sapiens), P53350 | Plk1 PBD binding of FITC phosphopeptide, fluorescence polarization | 2.8% of 360,000 active | AID 720504, 2013 | Potency, µM, for inactives: max response, negative = inhibition, actives largely listed as inhibitors; further: potency means the concentration at half of the fitted maximal effect; series mostly up to about 57 µM; on the % scale 0 is the no-effect control and ±100 the full control effect; nearly all actives have a fitted effect of over 65% in size
PTHR1 agonist = qHTS for PTHR1 Agonists: Primary Screen | AID 743266, 2014 | 0.075% of 410,000 active | HEK293 GP2 PTHR1 cells, GloSensor cAMP luminescence, 1 h | Potency, µM (titrated, usually from 115 µM), for the others: at the top dose activation, usual class: activators; further: potency means the concentration at half of the fitted maximal effect; nearly all actives have a fitted effect of over 55% in size; some results filed as inactive show a strong effect at the top dose; inactives centre near -15; many of its hits are not listed in these tables
Target sequence (Q03431 whole entry, looked up): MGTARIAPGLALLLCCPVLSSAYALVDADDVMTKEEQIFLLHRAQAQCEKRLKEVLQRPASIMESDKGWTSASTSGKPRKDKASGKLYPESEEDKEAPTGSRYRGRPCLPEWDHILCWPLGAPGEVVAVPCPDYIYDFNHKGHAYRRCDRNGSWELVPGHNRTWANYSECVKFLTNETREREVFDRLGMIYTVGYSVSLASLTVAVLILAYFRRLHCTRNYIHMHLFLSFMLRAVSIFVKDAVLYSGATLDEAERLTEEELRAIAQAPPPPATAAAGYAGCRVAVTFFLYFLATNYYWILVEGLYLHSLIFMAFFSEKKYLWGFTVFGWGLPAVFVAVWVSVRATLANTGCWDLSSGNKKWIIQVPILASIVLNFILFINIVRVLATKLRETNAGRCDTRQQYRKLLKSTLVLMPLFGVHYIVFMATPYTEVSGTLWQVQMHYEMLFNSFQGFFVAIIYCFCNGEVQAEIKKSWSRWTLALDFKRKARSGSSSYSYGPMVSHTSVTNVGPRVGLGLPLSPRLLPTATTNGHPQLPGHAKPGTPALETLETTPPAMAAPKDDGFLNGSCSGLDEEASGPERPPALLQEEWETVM
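HEK-293-derived GP2 cells expressing PTHR1 and a GloSensor cAMP reporter, 3,000/well, plated overnight, given luciferin plus IBMX (each 0.5 mM as added) for 1 h at 37 °C, then compound for 1 h at 37 °C. Luminescence was read after 15 min at room temperature.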
* marks the source's active call; other numbers are inactive results; i = inactive; ? = inconclusive; / = no result given; & = joins results of further samples; [ ] = remark or other dose. Unless noted, the call rests on the fitted dose curve; in most records, active means well fitted curve in the direction sought with a large enough effect; inconclusive means small, poorly fitted or top-dose-only effect, or another doubt; inactive means no such curve, though single readings can be large; an effect the other way counts as inactive or inconclusive. Not all compounds are listed; count on the stated rates, not on these rows.

Value order: EPAC1 ag | IL-2 act | GLP-1R agonist | EPAC1 antag | GLP1R inv ag | GLP1R cytotox | PI5P4Ka inh | PLK1 PBD inh | PTHR1 agonist
> C[C@H](CO)N1C[C@H](C)[C@@H](CN(C)Cc2ccccc2F)Oc2ncc(Br)cc2C1=O
→ -11.9% | -1.9 | -2.0% | 14.1% | 11.6% | 3.6% | 7.0 | 2.2% | -24.4%
> O=C(Nc1ccccc1C(=O)NCCCN1CCOCC1)c1ccc(Cl)cc1
→ 11.9% | -2.0 | -0.8% | 3.2% | -20.9% | 4.4% | 0.6 | -0.7% | -11.1%
> COc1ccc(N2CCN(C(=O)Cn3nnc(-c4ccc(N(C)C)cc4)n3)CC2)cc1
→ -0.5% | 0.2 | -1.0% | -11.0% | -0.8% | 1.6% | 4.4 | -10.9% | -1.2%
> COc1cccc(C(C)NC(=O)Nc2cccc(C(F)(F)F)c2)c1 (configuration not stated)
→ 11.0% | -0.5 | -11.6% | -14.4% | ? | -12.1% | 0.4 | -1.1% | -11.0%[57.5 µM]
> Cc1ccc(S(=O)(=O)NCC2CCC(C(=O)NCc3cccs3)CC2)cc1 (configuration not stated)
→ -2.4% | -0.6 | -5.2% | -15.0% | 9.2% | 6.5% | -7.6 | -20.4% | -5.8%
> Cc1nn(CC(=O)N(C)C2CCS(=O)(=O)C2)c(C)c1[N+](=O)[O-] (configuration not stated)
→ ? | -0.8 | -7.5% | -9.5% | -2.7% | -9.0% | -2.4 | -1.0% | -0.4%
> COC(=O)/C=C1\SC(=NC(=O)c2ccc(OC)cc2)NC1=O
→ 3.4% | 0.4 | 0.1% | -6.6% | -6.0% | 0.5% | -0.7 | -12.0% | -20.1%
> O=C(NCCCn1ccnc1)c1cc(S(=O)(=O)N2CCOCC2)ccc1F
→ -1.7% | 0.6 | 7.7% | 5.5% | 2.9% | -3.9% | 0.0 | -2.5% | i
> COc1cccc(C(=O)NCc2n[nH]c(=S)n2-c2cccc(C)c2)c1
→ 6.7% | -2.2 | 9.3% | -0.5% | 67.0%[activator] | 2.5% | / | -2.5% | -25.5%[57.5 µM]
> COCCNC(=S)N/N=C(\C)CCc1ccc2c(c1)OCO2
→ 0.9% | -4.0 | 45.9% | 3.4% | ? | ? | 0.3 | 1.8% | -7.6%
> O=C(COc1ccc2c(c1)OCO2)Nc1ccc(Cl)cn1
→ -1.8% | 0.7 | 10.1% | -1.6% | -9.5% | -10.9% | -0.9 | -4.9% | -11.7%
> Nc1nnc(CC(=O)N/N=C/c2ccc(-c3cccc(C(=O)O)c3)o2)s1
→ -3.2% | 6.0 | 0.9% | -19.6% | 110.9%[activator] | 1.4% | -57.1* | -6.9% | i
> C=CCn1c(C(CC(C)C)CC(C)O)n[nH]c1=S (configuration not stated)
→ 8.6% | -0.4 | 0.9% | -23.2% | 7.3% | 8.4% | -7.0 | -22.6% | i
> Cc1cc(C(F)F)n2ncc(C(=O)NCc3ccccc3)c2n1
→ 3.7% | -2.6 | ? | -1.4% | 71.3%[activator] | 3.6% | -2.5 | -10.7% | -19.8%[57.5 µM]
> Cc1ccc(C)c(OCC(=O)Nc2c[nH]c(=O)[nH]c2=O)c1
→ -1.7% | 0.0 | 2.7% | 10.4% | 1.5% | -7.7% | -2.6 | -7.9% | i
> CCc1cc(C(=O)Nc2cc(S(=O)(=O)N3CCOCC3)ccc2N2CCN(CC)CC2)sc1C
→ 3.7% | 1.5 | -5.7% | 4.0% | 0.3% | 7.8% | 11.3 | -0.4% | i
> COc1ccc2c(c1)c(=O)oc1cc(OCC(=O)N3CCCC(C)C3)ccc12 (configuration not stated)
→ -3.3% | 0.2 | 4.3% | -19.7% | -1.4% | -16.1% | -10.8 | -6.8% | -21.2%
> c1ccc(OCCOCCN2CCOCC2)cc1
→ -1.7% | -2.2 | -3.2% | 6.1% | 2.1% | 39.9%[activator] | / | -3.7% | i
> COc1ccccc1CNC(=O)CCn1c(=O)sc2ccccc21
→ 8.1% | 0.6 | 10.2% | 9.6% | -4.8% | 4.5% | / | -7.6% | ?
> CC(=O)N1N=C(c2ccc(C)cc2)CC1c1cn(-c2ccccc2)nc1-c1cccs1 (configuration not stated)
→ / | / | 0.4% | / | 10.7% | 0.5% | / | / | i
> CC1(C)C([N+](=O)[O-])C(c2ccc(Cl)cc2)NC(c2ccc(Cl)cc2)C1[N+](=O)[O-] (configuration not stated)
→ -6.4% | 0.4 | -4.8% | 1.8% | 10µM* | 38.0%[activator] | 2.7 | -4.1% | -16.5%
> O=C(COC(=O)/C=C/c1ccccc1)Nc1ccc(Cl)cn1
→ -2.3% | 8.1 | -10.9% | 15.2% | 8.8% | 12.6% | -9.0 | -1.6% | -8.6%
> C#CCOCCOCCOCCNc1nc(N2CCN(C(=O)C([C@@H](C)O)n3cc([C@@H](N)CCCCN)nn3)CC2)nc(N2CCN(C(=O)[C@H](CO)n3cc([C@@H](N)C(C)C)nn3)CC2)n1 (some centres not stated)
→ -6.4% | 0.5 | -5.0% | 0.8% | 10.7% | 10.0% | -25.0 | -5.4% | -20.0%
> COC(=O)c1ccc(/C=C/c2ccc3cccc(OC)c3n2)cc1
→ 1.7% | -1.9 | 21.8% | -4.6% | ? | 20.0% | 6.8 | -13.3% | -45.8%
> O=C(COc1ccc(Cl)cc1)N1CCN(Cc2ccc3c(c2)OCO3)CC1
→ 11.9%&-1.2% | -0.3&-2.5 | -2.0%&13.3%&10.8% | 4.5%&9.2% | ? | -15.3%&17.5% | -0.6&-10.6 | 1.0%&-1.6% | -22.8%
> O=c1ccn([C@@H]2O[C@H](CNCc3cccc4c3sc3ccccc34)[C@@H](O)[C@H]2O)c(=O)[nH]1
→ 10.7% | 0.2 | 12.3% | -7.9% | 18.3% | 0.9% | 16.2 | 0.0% | i
> COc1ccc(C(=O)NC2CCCc3ccccc32)cc1S(=O)(=O)N1CCOCC1 (configuration not stated)
→ 5.5% | 1.0 | 8.7% | 5.5% | -6.0% | 8.1% | -9.4 | -15.4% | -7.1%
> CC(Nc1ccccc1)C(=O)Nc1ccc(F)cc1 (configuration not stated)
→ -6.5% | -3.9 | -9.9% | 4.3% | ? | -15.0% | / | -3.0% | -19.0%[57.5 µM]
> O=C(/C=C/c1ccco1)NC(=S)Nc1ccc(N2CCOCC2)c(Cl)c1
→ 10.7% | -0.5 | 12.0% | 0.8% | 7.1% | ? | -21.2 | -11.6% | -9.6%
> CCC(C)(C)c1ccc(OCCCC[n+]2cccc(C)c2C)c(C(C)(C)CC)c1
→ -4.2% | -0.7 | -3.7% | -2.2% | ? | ? | -7.0 | -0.8% | -27.2%
> COc1ccc(OC)c(NC(=O)C(C)SCc2nc3sc(C)c(C)c3c(=O)[nH]2)c1 (configuration not stated)
→ 2.7% | 0.1 | -4.0% | -10.9% | -1.7% | 1.7% | 0.4 | -18.0% | 10.3%
> Cc1cc(/C=C(\C#N)C(=O)NCc2ccccc2)cc(C)c1O
→ -0.6% | 0.1 | 13.6% | -13.6% | 5.1% | 2.5% | 0.3 | -3.5% | i
> COc1cccc(NC(=O)c2cccnc2)c1
→ -3.3% | 0.0 | -3.7% | 2.2% | 11.3% | -10.5% | -5.1 | -2.3% | -27.3%
> C[C@H](CO)N1C[C@H](C)[C@H](CN(C)Cc2ccccc2)Oc2c(NC(=O)Nc3ccc(F)cc3)cccc2C1=O
→ -22.8% | -2.6 | 3.9% | -15.4% | -4.4% | 5.7% | 6.5 | -5.5% | -23.5%
> S=c1[nH]nc(Nc2ccccc2Cl)s1
→ 4.9% | -0.2 | 0.6% | -26.4% | 5.9% | 0.4% | -77.7* | 18.9µM* | i
> CCOC(=O)N1CCN(S(=O)(=O)c2ccc3c(c2)oc(=O)n3C)CC1
→ 2.9% | -3.2 | -11.2% | 15.4% | 0.0% | -5.7% | / | -1.1% | -7.2%[57.5 µM]
> O=C(c1ccccc1)N1CCN(C(=O)c2ccc3c(c2)OCCO3)CC1
→ -2.3% | 2.9 | 2.2% | -8.3% | -6.0% | -8.6% | -1.4 | -4.4% | i
> O=S(=O)(c1ccc(SCCOc2ccc(Cl)cc2)nc1)N1CCCC1
→ 5.0% | -0.4 | -6.8% | -6.9% | ? | ? | 7.7 | -17.7% | -46.2%
> C=CCn1c(Sc2ncc([N+](=O)[O-])s2)n[nH]c1=O
→ 1.2% | -0.9 | -8.2% | 8.0% | ? | 8.91µM* | -8.8 | 1.19µM* | -36.9%
> Cc1[nH]nc2c(=S)[nH]c(=O)[nH]c12
→ -16.5% | -1.8 | 2.6% | -1.1% | ? | -8.5% | -24.1 | 2.1% | -0.6%
> COc1ccc(OCCNC2CCCC2)cc1
→ -2.5% | -3.1 | 9.0% | -1.5% | 9.9% | 15.5% | 0.3 | 0.6% | i
> CCNC(=S)N1N=C2c3ccccc3CCC2C1c1ccc(F)cc1 (configuration not stated)
→ 5.4% | -0.8 | -17.6% | -5.6% | 3.55µM* | ? | -3.2 | -3.6% | -13.9%
> CCCCN(C=O)c1c(CC)nc2ccc(C(=O)NCc3ccc4c(c3)OCO4)cn12
→ -5.4% | 0.4 | -4.6% | 2.7% | 23.2% | -5.5% | 5.7 | 3.1% | -4.7%
> Cc1ccc2c(CN3CCN(Cc4ccc5c(c4)OCO5)CC3)cc(=O)oc2c1C
→ 10.7% | -1.7 | -0.6% | 11.2% | -9.2% | 13.5% | / | 4.8% | 1.8%[57.5 µM]
